STAT1 act – STAT1 signaling activators, primary screen, cell-based, HTS, luciferase reporter; activation (% of control), % at 5.5 µM; NIH 3T3 STAT1-luciferase reporter, IFN-gamma, luminescence; 100% = IFN-gamma alone, no compound; 200,000 compounds, 2.6% hits;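 active = activation above the screen-wide mean activation plus 3 SD, cut at about 130% in these data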;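 also: raw ratio to IFN-gamma control signal so 100% means no change and 0% no light; values of inactives mirror those of a sister screen read the other way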
APP 5'UTR act – activators of APP 5'UTR luciferase reporter, primary screen, SH-SY5Y cells; SH-SY5Y APP 5'UTR luciferase reporter, luminescence; zero percent = DMSO vehicle wells; activation, % at 2 µM; 190,000 compounds, 1% hits;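 active = activation above a set limit, based on mean plus 3 SD of controls, cut at about 140% in these data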; also: values of inactives mirror those of a sister screen read the other way
STAT3 act – IL-6 driven STAT3 reporter potentiators, primary screen, U3A cells, luciferase, luminescence, MLSCN library. IL-6 STAT3-luciferase reporter; 100% = signal with IL-6 EC80 alone. activation (% of control), % at 5.6 µM. 190,000 compounds, 0.91% hits;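 active = activation above the screen-wide mean of compound activation plus 3 SD, cut at about 130% in these data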;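 also: 0% = background luminescence of wells with medium and substrate only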
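Material: human U3A cells carrying STAT3-luciferase construct. Measured by: reporter luminescence signal. Timing: compound 1 h, then IL-6 6 h at 37 °C.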
STAT3 blocker – IL-6 driven STAT3 reporter inhibitors, primary screen, U3A cells, luciferase, luminescence, MLSCN library; IL-6 STAT3-luciferase reporter; host cell line lacks STAT1; inhibition, % at 5.5 µM; 190,000 compounds, 0.89% hits; AID 862, 2007;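 active = inhibition above the mean inhibition across all screened compounds plus 3 SD, cut at about 44% in these data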;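 also: 0% = DMSO only wells and 100% = 100 µM nifuroxazide control wells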
Hsp70 act – Hsp70 transcriptional activators, primary screen, cell-based, HeLa, Hsp70 promoter luciferase, luminescence, 10 µM. HeLa Hsp70 promoter luciferase reporter; scaled: vehicle 0, proteasome-inhibitor control 100%. activation, % at 10 µM. 200,000 compounds, 0.04% hits. AID 1203, 2008;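 active = activation above the mean across all tested compounds plus 3 SD, cutoff set per campaign, cut at about 5.5% in these data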;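 also: 100% = MG132 at 30 µM as the positive control and 0% = DMSO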
APP 5UTR inh – inhibitors of APP translation via 5'UTR reporter, primary screen, APP 5'UTR luciferase, SH-SY5Y cells; SH-SY5Y APP 5'UTR-luciferase reporter, luminescence; inhibition, % at 2 µM; 190,000 compounds, 0.82% hits;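 active = inhibition above a set limit, derived from the sample mean plus 3 SD, cut at about 45% in these data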; also: values of inactives mirror those of a sister screen read the other way
FLuc inh counter – firefly luciferase enzyme inhibitors, primary screen, artefact control for luciferase-based inhibitor screens, biochemical, luminescence, ATPLite | 200,000 compounds, 1.5% hits | Luciferin 4-monooxygenase (Photinus pyralis), P08659 | inhibition, % at 10 µM | 10 min;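 active = inhibition above about 50% when tested at 10 µM, limit read from the data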
Target sequence (P08659 whole entry, looked up): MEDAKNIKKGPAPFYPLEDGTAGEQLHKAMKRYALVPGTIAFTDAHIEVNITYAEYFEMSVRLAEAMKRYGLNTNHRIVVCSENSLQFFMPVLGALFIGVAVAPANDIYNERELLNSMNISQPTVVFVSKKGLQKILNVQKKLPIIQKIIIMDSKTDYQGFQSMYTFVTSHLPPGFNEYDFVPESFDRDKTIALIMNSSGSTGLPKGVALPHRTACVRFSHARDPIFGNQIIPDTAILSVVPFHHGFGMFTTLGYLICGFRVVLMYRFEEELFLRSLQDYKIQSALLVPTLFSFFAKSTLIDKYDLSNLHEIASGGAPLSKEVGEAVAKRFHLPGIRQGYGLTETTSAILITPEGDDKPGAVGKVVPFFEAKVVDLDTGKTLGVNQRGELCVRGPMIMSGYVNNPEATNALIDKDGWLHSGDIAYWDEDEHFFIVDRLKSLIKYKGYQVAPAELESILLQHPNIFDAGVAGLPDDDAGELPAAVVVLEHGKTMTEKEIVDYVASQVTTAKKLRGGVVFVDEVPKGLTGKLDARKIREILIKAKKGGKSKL
NF-kB neuron act – activators of NF-kB expression in neurons, primary screen, cell-based, HTS | human neuronal cells, NF-kB reporter expression; active compounds read high | fold change at 12.5 µM | 190,000 compounds, 1.6% hits; in the data active = fold change above about 3.3
STAT1 blocker – STAT1 signaling inhibitors, primary screen, cell-based, HTS, luciferase reporter; NIH 3T3 STAT1-luciferase reporter, IFN-gamma, luminescence; AID 920, 2007; inhibition, % at 5.5 µM; 200,000 compounds, 0.35% hits;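 active = inhibition above a set limit, the mean inhibition across all tested compounds plus 3 SD, cut at about 34% in these data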;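 also: 0% = IFN-gamma with DMSO and 100% = IFN-gamma with 300 µM nifuroxazide; values of inactives mirror those of a sister screen read the other way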
RAM inhibit – inhibitors of the yeast RAM network, primary screen, dse1pr::URA3 reporter, 5-FOA selection | S. cerevisiae dse1pr::URA3 reporter, 5-FOA growth OD615, 2 d; analog-sensitive cbk1-as2 kinase mutant strain | inhibition, % at 50 µM | 190,000 compounds, 1.8% hits;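 active = inhibition above a set limit, 3 SD over mean compound inhibition, cut at about 8.4% in these data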;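 also: 0% = DMSO-only wells with no growth and 100% = 10 µM 1-NA-PP1 full growth; inhibition rescues growth on 5-FOA so higher OD means more RAM inhibition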
* hit, by the source's call; · = not tested or not shown.

SMILES	STAT1 act	APP 5'UTR act	STAT3 act	STAT3 blocker	Hsp70 act	APP 5UTR inh	FLuc inh counter	NF-kB neuron act	STAT1 blocker	RAM inhibit
Cc1ccc(-n2ncc3c(SCC(=O)NNC(=O)c4ccco4)ncnc32)cc1	100	51	87	17	0.5	-51	4	1.9	-2	0.1
CCOc1ccc(N2C(=O)CC(N3CCN(c4ccc(C(=O)c5ccncc5)cc4)CC3)C2=O)cc1 (stereo not drawn)	88	-3	83	25	-0.3	3	·	·	13	·
CCCCNc1nc(CC(C)=O)ns1	101	12	101	4	-0.7	-12	-7	1	-1	0.8
CN(CCCNC(=O)C1CCCN(S(=O)(=O)c2cnc[nH]2)C1)c1ccccc1 (stereo not drawn)	95	-2	98	7	-0.1	2	-3	0.98	6	2.3
O=C(COC(=O)c1ccc(Br)o1)NCC1CCCO1 (stereo not drawn)	101	-10	101	5	0.0	10	-2	0.98	-1	-1.0
COc1ccc(OC)c(NC(=O)C23CCC(C)(C(=O)C2)C3(C)C)c1 (stereo not drawn)	105	4	100	3	-0.4	-4	-1	1.1	-5	-0.7
Cc1c(Br)c([N+](=O)[O-])nn1C(C)C(=O)Nc1c(C)n(C)n(-c2ccccc2)c1=O (stereo not drawn)	97	0	98	9	0.0	0	-4	1.2	3	0.1
CCC1(c2ccccc2)NC(=S)N(c2ccc(C)cc2)N1 (stereo not drawn)	108	28	92	12	0.0	-28	11	1.6	-10	0.1
CCOC(=O)C(NC(=O)CC)(N1CCc2ccccc2C1)C(F)(F)F (stereo not drawn)	99	0	102	2	-0.2	0	-5	1.2	1	1.4
Cc1ccc(NC(=O)Nc2cccc(Cl)c2)c(C(=O)O)c1	108	9	103	4	0.1	-9	17	1.2	-10	5.0
CN(C)CC1CCCCC1C1(O)c2ccccc2CSc2sccc21 (stereo not drawn)	90	-8	95	9	-0.1	8	-2	0.67	7	2.0
CCN(CC)CCCNC(=O)c1cn(CCOC)c(=O)c2c1c1ccccc1n2C	104	7	105	-1	-0.3	-7	-2	1.1	-5	1.1
CCCCNC(=O)NNC(=O)c1ccc(F)cc1	102	-9	97	8	-0.2	9	-6	1.1	-2	2.5
COCC(C)n1c(C)cc(C(=O)CSc2nc3ccccc3c(=O)[nH]2)c1C (stereo not drawn)	85	0	80	29	-0.4	0	5	0.98	16	6.2
CCn1c(NCc2cc(Br)ccc2NS(=O)(=O)c2ccc(C)cc2)nc2ccccc21	106	-2	100	6	-0.3	2	-10	0.82	-7	-0.5
COc1ccc(C(=O)N2CC3(C)C4CCC3(C)C2(C#N)C4)cc1OC (stereo not drawn)	104	14	98	9	0.1	-14	-2	1.2	-5	0.8
CC(NCc1ccc(S(N)(=O)=O)cc1)C(=O)Nc1ccc([N+](=O)[O-])cc1Cl (stereo not drawn)	90	-7	104	-3	-0.1	7	4	1	10	2.6
COc1ccc(-c2n[nH]c(=S)n2/N=C/C=C\c2ccccc2OC)cc1	100	12	101	-1	0.0	-12	9	1.2	0	0.9
Cn1cc(C(=O)NCc2ccc(F)cc2)cn1	98	-6	98	8	-0.1	6	-10	1.2	4	1.9
C/C(=N\NC(=O)C1(C)CC1(Br)Br)c1cccc(NC(=O)C(C)(C)C)c1 (stereo not drawn)	98	-16	103	-4	-0.2	16	-4	0.72	3	0.5
COC(=O)C1=C(C)N(C)C(C)=C(C(=O)OC)C1c1ccc(F)c(Br)c1	99	-3	96	10	-0.5	4	-6	1	2	-1.4
N=C1C(c2ccccc2)=C(O)CN1c1ccccc1	108	15	111	-8	-0.3	-15	-5	1.2	-12	0.3
CCOC(=O)c1c(NC(=O)CN2C(=O)NC3(CCC(CC)CC3)C2=O)sc(C)c1-c1ccc(C)cc1 (stereo not drawn)	109	-2	102	-1	-0.1	2	-1	0.97	-10	5.7
Cn1c(-c2ccccc2)cnc1N	109	17	106	-2	0.2	-17	-1	1.6	-10	0.1
Cc1ccccc1Nc1nc2ccccc2n1C(C)C	102	-3	104	-8	-0.3	3	-5	1.2	1	0.5

Next section:
SMILES	STAT1 act	APP 5'UTR act	STAT3 act	STAT3 blocker	Hsp70 act	APP 5UTR inh	FLuc inh counter	NF-kB neuron act	STAT1 blocker	RAM inhibit
COC(=O)c1nnn(-c2nonc2N)c1CSCCO	99	-29	97	6	-0.1	29	-8	1.3	2	0.0
CC(C)Cc1nnc(NC(=O)CC(=O)Nc2ccccc2C(=O)O)s1	93	5	91	15	-0.1	-5	4	0.89	7	3.4
CC(C)(C)NC(=O)C(c1ccc(F)cc1)N(Cc1ccccc1Cl)C(=O)c1ccn[nH]1 (stereo not drawn)	102	-1	102	6	0.0	1	-3	0.9	-2	2.6
CC(N=C1NS(=O)(=O)c2ccccc21)C(=O)NCCCc1ccccc1 (stereo not drawn)	97	-8	102	-2	-0.1	8	-3	1.2	4	-1.6
CCOC(=O)c1ccc(NC(=O)CSC(=S)N2CCOCC2)cc1	94	-4	94	9	-0.1	4	-8	1	5	1.7
CN1CCN(NS(=O)(=O)c2cccs2)CC1	91	25	95	4	-0.3	-25	-7	1.1	10	-1.2
CC(NC(=O)C12CC3(C)CC(C)(CC(C)(C3)C1)C2)C(=O)O (stereo not drawn)	100	15	97	10	0.0	-15	-4	1	-1	0.8
NS(=O)(=O)c1ccc(Nc2nc(-c3cccc([N+](=O)[O-])c3)cs2)cc1	95	2	78	29	0.1	-2	-6	0.88	4	2.8
CCSc1nc(-c2ccc(OC)cc2)ccc1C#N	98	5	91	14	0.0	-5	-6	1.2	2	8.7*
CCOC(=O)NNC1CC(=O)N(c2ccccc2)C1=O (stereo not drawn)	97	-13	94	5	-0.3	14	-2	1.3	3	1.4
COc1ccccc1-n1nc(C(=O)NCc2ccco2)c2ccccc2c1=O	97	-5	96	11	-0.1	5	-1	0.94	4	4.9
O=C(N1CCCC1)C12CCC3CC(CC(C3)C1)C2	105	2	94	7	0.1	-2	-4	1	-3	1.5
Cc1ccnc(NC(=O)c2ccccc2NC(=O)C(C)(C)C)c1	98	-2	108	-6	-0.3	2	-9	1.1	2	1.6
CC1CCc2cc(F)ccc2N1S(=O)(=O)c1ccc(Cl)nc1 (stereo not drawn)	96	6	91	13	-0.3	-6	-4	1	5	1.3
COc1ccc(/C=C/C(=O)NC(CCSC)C(=O)O)cc1 (stereo not drawn)	95	-17	92	11	0.0	17	-3	1.1	4	0.8
COc1ccc(CC(=O)N[C@@H](CCSC)c2nc3ccccc3[nH]2)cc1	95	32	96	9	-0.1	-32	-6	0.99	7	0.4
CN(c1ccc(OCC(=O)Nc2ccc3[nH]c(=O)[nH]c3c2)cc1)S(=O)(=O)c1ccc(Cl)cc1	102	-2	103	0	-0.2	2	-1	0.76	-2	3.0
COC(=O)Nc1c(C)n(C)n(-c2ccccc2)c1=O	100	14	99	5	-0.2	-14	-9	1	0	-1.0
CCC1(O)CC(C(=O)OC)=NN1C(=O)c1ccccc1 (stereo not drawn)	112	10	106	-1	0.1	-10	-2	1	-14	2.7
O=C(Cc1ccccc1)Nc1nc(-c2cccs2)cs1	103	14	94	10	-0.2	-14	13	1.2	-3	6.2
COc1ccc(-c2[nH]nc3oc(=O)c(CCO)c(C)c23)cc1	101	4	102	5	-0.2	-4	6	0.85	-1	1.7
O=C(Nc1ccc(S(=O)(=O)Nc2nccs2)cc1)c1ccc(N2C(=O)c3ccccc3C2=O)cc1	105	2	89	18	0.0	-2	-8	1.1	-8	4.3
c1ccc2sc(NC3=NCN(CCN4CCOCC4)CN3)nc2c1	96	4	91	13	0.2	-4	-4	0.97	2	0.9
COc1ccccc1/C=C(/CC(=O)NCc1ccc2c(c1)OCO2)c1nc2ccccc2s1	90	9	126	-31	-0.2	-9	1	1.1	11	2.2
CCC1=[N+](C)c2cccc3cccc(c23)N1C	104	4	92	11	0.4	-4	-4	1.1	-5	1.7

Following part.
SMILES	STAT1 act	APP 5'UTR act	STAT3 act	STAT3 blocker	Hsp70 act	APP 5UTR inh	FLuc inh counter	NF-kB neuron act	STAT1 blocker	RAM inhibit
O=C(N/N=C/c1ccc(OC(=O)c2ccco2)cc1)c1ccccn1	112	67	92	12	0.3	-68	52*	2.4	-13	0.4
CCc1nnc(/N=C/c2c(O)n(-c3ccc(Cl)cn3)c(=O)c3ccccc23)s1	104	-15	95	9	-0.2	15	66*	1.2	-4	0.9
COc1cc2c(cc1OC)-c1nnc(-c3cccs3)n1C(C)(C)C2	99	-11	94	12	0.0	11	·	·	1	·
O=C(O)CCCn1cc(NC(=O)c2ccc(F)cc2)cn1	94	6	100	6	-0.3	-6	-9	0.85	4	1.3
C#CCn1c(=NC(=O)c2sc3ccccc3c2Cl)sc2cc(S(N)(=O)=O)ccc21	108	29	96	13	-0.4	-29	1	1.1	-9	4.0
Cn1c(C(=O)NC2CCCCC2)cc2sccc21	137*	77	90	14	0.1	-76	19	1.9	-40	2.0
O=C(NCc1ccc2c(c1)OCO2)c1nn(-c2ccccc2)c(=O)c2ccccc12	98	-23	105	5	-0.3	23	-10	0.55	2	5.2
COc1ccccc1N1CCN(c2nc(C)nc3c2oc2ccccc23)CC1	106	-93	90	19	-0.4	93*	-3	2	-6	0.1
COc1ccc(CNC(=O)/C=C/c2ccc(S(=O)(=O)NCc3ccco3)cc2)cc1OC	101	10	99	1	-0.4	-10	-4	0.74	-1	2.3
COc1ccc(S(=O)(=O)N2CCCC(C(=O)NCc3ccncc3)C2)cc1Cl (stereo not drawn)	104	0	92	10	-0.2	0	4	0.94	4	0.0
O=c1c2c(-c3ccc(Cl)cc3)csc2nc2n1CCC2	102	10	87	20	-0.1	-10	-5	0.92	-2	0.9
Cc1[nH]c(C(=O)N/N=C/c2ccc(C(=O)O)cc2)c(C)c1C(=O)N/N=C/c1ccc(C(=O)O)cc1	114	17	101	2	0.1	-17	-5	1.1	-16	5.6
O=C(CC12CC3CC(CC(C3)C1)C2)NCC(=O)OCc1cc(=O)oc2ccc3ccccc3c12	105	-2	107	-10	-0.2	2	3	1.1	-6	4.2
CS(=O)(=O)N(CC(=O)NCC1CCCO1)c1cccc(Cl)c1 (stereo not drawn)	98	2	101	5	0.0	-2	-5	1.1	2	0.0
COc1cc(NC(=O)c2cc(C(C)C)on2)cc(OC)c1OC	96	4	91	16	-0.1	-4	-3	0.9	5	-0.2
Cc1nn(-c2cc(C)c3ccccc3n2)c2c1C1C(C2)C1(C)C (stereo not drawn)	105	-25	97	7	0.1	25	-4	1.4	-6	4.5

Compound profiles, from the list above. Order of screens: STAT1 act	APP 5'UTR act	STAT3 act	STAT3 blocker	Hsp70 act	APP 5UTR inh	FLuc inh counter	NF-kB neuron act	STAT1 blocker	RAM inhibit
Profile of O=C(CC12CC3CC(CC(C3)C1)C2)NCC(=O)OCc1cc(=O)oc2ccc3ccccc3c12 → 105	-2	107	-10	-0.2	2	3	1.1	-6	4.2
Profile of Cc1[nH]c(C(=O)N/N=C/c2ccc(C(=O)O)cc2)c(C)c1C(=O)N/N=C/c1ccc(C(=O)O)cc1 → 114	17	101	2	0.1	-17	-5	1.1	-16	5.6

Screening data from PubChem.
